GSK3 alpha inh: blockers of GSK3A enzyme activity – biochemical, luminescence, cell-free homogeneous, HTS, primary screen. Glycogen synthase kinase-3 alpha (Homo sapiens), P49840. GSK-3 alpha kinase, ADP-Glo luminescence, 60 min. inhibition, % at 10 µM. 320,000 tested, 0.1% active. AID 2650, 2010;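 in the data active = inhibition above about 50%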;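 note: GST-tagged GSK-3 alpha with peptide substrate and 25 µM ATP; 0% = DMSO neutral wells and 100% = GW8510 positive control wells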
Target sequence (P49840 whole entry, looked up): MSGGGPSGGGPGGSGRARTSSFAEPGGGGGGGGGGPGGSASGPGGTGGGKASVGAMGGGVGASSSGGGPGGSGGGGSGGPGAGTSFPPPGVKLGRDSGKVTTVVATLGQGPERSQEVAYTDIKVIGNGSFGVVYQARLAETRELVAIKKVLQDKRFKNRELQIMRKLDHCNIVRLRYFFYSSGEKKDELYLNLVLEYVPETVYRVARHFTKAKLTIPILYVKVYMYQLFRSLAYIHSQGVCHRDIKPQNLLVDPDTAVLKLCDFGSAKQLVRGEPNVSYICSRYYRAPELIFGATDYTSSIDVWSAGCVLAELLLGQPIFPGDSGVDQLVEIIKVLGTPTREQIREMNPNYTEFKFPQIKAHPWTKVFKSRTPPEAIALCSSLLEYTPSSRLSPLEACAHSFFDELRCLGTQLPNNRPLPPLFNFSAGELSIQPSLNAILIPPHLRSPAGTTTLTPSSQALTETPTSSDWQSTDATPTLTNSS
HSF-1 act: HSF-1 activators, primary screen, NIH3T3-HGL cells, MG132 stress, luminescence, single point | activation, % at 9 µM | AID 504408, 2011 | NIH3T3-HGL HSF-1 luciferase reporter, 8 h; 100% = twice DMSO control signal | 300,000 tested, 1.7% active;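 active = mean replicate activation of at least 50% with a set share of replicates each reaching 50%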;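 note: 0% = median of the neutral control wells and 100% = twice that signal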
PolyA inh: polyadenylation inhibitors in yeast reporter cells, primary screen, luminescence, S. cerevisiae. S. cerevisiae SKY197-pL101 polyadenylation reporter, beta-gal luminescence; efflux-impaired pdr1/pdr3 knockout yeast; score 100 = 6 SD above DMSO. calls only at 12 µM. 300,000 tested, 0.02% active;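 active = lowest replicate activity score at least 50, where 100 means six control SD above control mean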;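 note: yeast exposed to compound for 9 h at 30 °C; higher score means more reporter readthrough which indicates perturbed polyadenylation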
GSK3beta inhib: human GSK3beta kinase inhibitors, primary screen, biochemical, cell-free homogeneous, HTS. AID 2097, 2009. 300,000 tested, 0.038% active. GST-GSK3beta kinase, ADP-Glo luminescence, 60 min; hits give low values. Glycogen synthase kinase-3 beta (Homo sapiens), P49841. activity score (negative = inhibition), % at 10 µM;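 active = more than half of replicate wells score below -50%, meaning over 50% inhibition versus plate controls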;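 note: 0% = median DMSO wells and -100% = median GW8510 positive control wells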
Target sequence (P49841 whole entry, looked up): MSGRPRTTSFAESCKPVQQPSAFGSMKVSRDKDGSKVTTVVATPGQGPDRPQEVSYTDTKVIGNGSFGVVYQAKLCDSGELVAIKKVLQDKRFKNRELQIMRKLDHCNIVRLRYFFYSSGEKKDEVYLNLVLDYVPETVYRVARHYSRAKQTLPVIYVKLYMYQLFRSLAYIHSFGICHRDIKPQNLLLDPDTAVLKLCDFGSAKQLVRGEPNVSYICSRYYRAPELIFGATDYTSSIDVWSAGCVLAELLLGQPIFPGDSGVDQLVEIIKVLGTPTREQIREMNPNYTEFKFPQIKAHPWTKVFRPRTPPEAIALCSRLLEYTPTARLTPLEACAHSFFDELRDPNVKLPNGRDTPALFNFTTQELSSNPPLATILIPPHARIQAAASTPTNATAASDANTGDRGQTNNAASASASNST
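Test system: GST-tagged human GSK3beta kinase, cell-free; evaluation: activity score scaled between in-plate DMSO and GW8510 controls; measured by: ADP-Glo luminescence; incubation: 60 min reaction, RT; benchmarks: DMSO and 20 µM GW8510; reagent: peptide substrate plus 25 µM ATP (final); medium: Tris/MgCl2 kinase buffer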
AI-2 QS mod: Vibrio harveyi AI-2 quorum sensing modulators, primary screen, JMH597 strain, luminescence/OD600 ratio. Vibrio harveyi JMH597 AI-2 luminescence/OD600 ratio, 9 h; hits give low values; strain lacks LuxN and CqsS sensors; 0 = neutral-control median. 300,000 tested, 0.4% active. AID 2094, 2009. activity change, % at 7.5 µM; in the data active = activity change below about -75%, passing the limit was not always enough;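 note: luminescence divided by OD600 gain over 9 h not by final OD600 alone; inactives centre near 13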
aSyn UTR inh: MLPCN primary screen, SNCA 5' untranslated region | alpha-synuclein 5'UTR reporter, inhibitor activity | inhibition, % (tested at 7.5 µM) | 300,000 tested, 0.82% active | AID 1813, 2009; in the data active = inhibition above about 60%;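 note: H4 neuroglioblastoma cells stably carrying SNCA 5'UTR luciferase fusion; 0% = DMSO wells and 100% = positive control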
IEC-6 cytotox: cytotoxicity in IEC-6 intestinal epithelial cells, primary screen, cytotoxicity control for KLF5 inhibitor project, cell-based, luminescence | IEC-6 cytotoxicity, luminescence viability | inhibition, % at 5 µM | 290,000 tested, 0.78% active | AID 1825, 2009; in the data active = inhibition above about 22%;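 note: 0% = plate median of test compound wells and 100% = cytotoxic reference compound wells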
HSF1 inhib: HSF1 inhibitors in luciferase reporter cells, primary screen, cell-based, NIH3T3, luminescence. NIH3T3-HGL HSE-luciferase, MG132-induced, luminescence 8 h; hits give low values. activity change, negative = inhibition, % at 7.5 µM (by protocol). 300,000 tested, 0.77% active;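 active = more than half of replicate wells show activity change below -50%, luminescence cut by over half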;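 note: luciferase reports HSF-1 transcriptional activity via heat shock element; 0% = median of DMSO wells and -100% = zero luminescence signal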
HSP90 inh: HSP90 inhibitors, primary screen, cell lysate, luminescence; Heat shock protein HSP 90 (rabbit reticulocyte lysate; luciferase refolding); Rabbit reticulocyte lysate, luciferase refolding luminescence, 3 h; inhibition, % at 5.6 µM; 290,000 tested, 0.91% active;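 active = inhibition above the screen-wide mean plus 3 SD, computed separately per campaign, cut at about 16% in these data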;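 note: 0% = DMSO wells and 100% = 60 µM geldanamycin wells; inhibitors lower the luminescence because luciferase stays unfolded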
KLF5 inh: KLF5 expression inhibitors, primary screen, DLD-1 cells, luminescence; DLD-1 KLF5 promoter-luciferase reporter; inhibition, % at 5 µM; 290,000 tested, 0.23% active; AID 1700, 2009;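 active = inhibition above a per-plate limit of that plate's mean compound inhibition plus 3 SD, cut at about 60% in these data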;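 note: 0% = DMSO wells and 100% = LY294002 at 200 µM; higher means less KLF5 promoter-driven luciferase light; inactives centre near -14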
The depositor's hits bear a star; i = inactive; / = no result given. This is a subset (hit frequency here may not be typical).

SMILES	GSK3 alpha inh	HSF-1 act	PolyA inh	GSK3beta inhib	AI-2 QS mod	aSyn UTR inh	IEC-6 cytotox	HSF1 inhib	HSP90 inh	KLF5 inh
CC(O)CNc1nc2sc3c(c2c(=O)n1Cc1ccco1)CCCCC3 (centres undefined)	-6	-37	i	-4	21	-103	4	-24	7	-14
Nc1nc(SCC(=O)Nc2cc(S(=O)(=O)N3CCOCC3)ccc2Cl)n[nH]1	-1	20	i	-1	15	20	-6	-2	0	10
COC(=O)CCN(C(=O)c1cccc([N+](=O)[O-])c1)c1ccccn1	-7	13	i	2	13	3	9	-3	-7	9
Cc1ccc2c(C)c(C(=O)N(Cc3ccc(N(C)C)cc3)C3CCS(=O)(=O)C3)oc2c1 (centres undefined)	-1	-17	i	3	27	5	5	3	0	-7
CCN(CC)CCn1c(-c2ccccc2)nc(=S)c2c1CC(C)(C)OC2	1	11	i	-1	30	-25	-1	-2	2	-2
O=C(O)c1ccc(/C=N/Nc2nc(N3CCCCC3)nc(N3CCCCC3)n2)cc1	-1	8	i	2	51	7	4	-3	2	-8
C=CCn1c(SCC(N)=O)nc2scc(-c3ccc(C)o3)c2c1=O	-8	-33	i	3	33	-84	5	-22	10	-142
CCOc1ccccc1N1CCN(C(=O)c2cc(C)oc2C)CC1	0	-3	i	5	15	18	5	-2	5	-7
COC(=O)c1ccc2c(c1)C(=O)/C(=C/c1ccc(O)cc1)O2	-2	6	i	-17	7	-118	3	17	4	-3
COc1ccc(S(=O)(=O)Nc2noc3ccccc23)cc1	-1	-4	i	2	40	17	-1	3	8	-28
CCOc1ccc(Cn2ccnc2)cc1[N+](=O)[O-]	/	-10	i	2	8	-30	6	-1	0	-2
COc1ccccc1Oc1ccc(S(=O)(=O)Nc2cccnc2)cc1	-3	2	i	2	31	-12	0	-3	-4	-28
CC(C)(C)C(=O)CN1C(=O)NC(c2ccccc2)(c2ccccc2)C1=O	-1	-2	i	-4	22	-9	-2	0	0	-25
CCS(=O)(=O)N1CCCC(C(=O)NCc2ccc3c(c2)OCO3)C1 (centres undefined)	1	-5	i	-25	19	-8	10	1	-1	-25
Cc1ccc(CS(=O)(=O)CCC(=O)NCC2CCCO2)cc1 (centres undefined)	0	14	i	-6	1	-5	5	-7	0	-24
COc1ccc(/C=N\NC(=O)c2ccc([N+](=O)[O-])cc2)cc1COc1c(F)c(F)cc(F)c1F	/	/	/	-3	7	/	5	/	2	36
Clc1ccc2nc(CN3CCCCCC3)cn2c1	-3	-5	i	5	39	3	0	-3	-5	-23
CC(C)(C)n1ncc2c(=O)n(CC(=O)Nc3ccc4c(c3)OCO4)cnc21	-1	-10	i	-3	38	10	-3	-1	-3	5
NC1=NC[C@@H](Cc2ccc(O)cc2)N1CCCCC1CCCCC1	7	1	i	-8	13	-6	/	7	/	/
Cc1cccc(OCC(=O)NCC(=O)N/N=C/c2ccc(N(C)C)cc2)c1	1	-11	i	0	-8	14	3	-1	4	2
CC1(C)CC(=O)C2=C(C1)N(Cc1cccnc1)C(=O)C2(NC(=O)c1cccnc1)C(F)(F)F (centres undefined)	/	29	i	-1	-6	-8	0	0	-2	-2
Cc1ccc(C(=O)N2CCN(c3ccc([N+](=O)[O-])c(N4CCOCC4)c3)CC2)cc1	/	-1	i	-1	22	34	14	0	-3	-7
CCc1nnc(N/N=C/c2ccccc2F)n1N	-1	59*	i	-2	32	-28	102*	50	80*	6
COc1cc(NC(=O)C2CCN(S(=O)(=O)c3ccc4[nH]c(=O)oc4c3)CC2)cc(OC)c1	1	26	i	0	5	-15	5	7	6	-6
Cc1cc(S(=O)(=O)N(Cc2ccc(C(C)C)cc2)CC2CCCO2)ccc1-n1cnnn1 (centres undefined)	-2	18	i	2	32	30	0	10	4	-9
CC(=O)Nc1cccc(N=NN2CCOCC2)c1	0	0	i	-6	28	-22	5	-7	1	-19
Nc1nnc(Sc2ccc(Cl)cc2[N+](=O)[O-])s1	-2	14	i	2	17	1	1	8	2	-7
COc1ccc(CN2CCNC(=O)C2CC(=O)NCc2cn3ccc(C)cc3n2)c(OC)c1 (centres undefined)	-3	-31	i	-2	6	13	-1	-15	-2	-25
CC12CCC(c3n[nH]c(=S)nc31)C2(C)C (centres undefined)	1	-1	i	1	21	-4	-2	-3	2	-16
O=C(/C=C/c1ccco1)NC(=S)Nc1ccc(Cl)cn1	/	29	i	-9	12	-56	-2	7	4	-1

Arranged by formula weight (descending): some entries from above
SMILES	GSK3 alpha inh	HSF-1 act	PolyA inh	GSK3beta inhib	AI-2 QS mod	aSyn UTR inh	IEC-6 cytotox	HSF1 inhib	HSP90 inh	KLF5 inh
Cc1ccc2c(C)c(C(=O)N(Cc3ccc(N(C)C)cc3)C3CCS(=O)(=O)C3)oc2c1 (centres undefined)	-1	-17	i	3	27	5	5	3	0	-7
COC(=O)c1ccc2c(c1)C(=O)/C(=C/c1ccc(O)cc1)O2	-2	6	i	-17	7	-118	3	17	4	-3
Clc1ccc2nc(CN3CCCCCC3)cn2c1	-3	-5	i	5	39	3	0	-3	-5	-23

(list continues)
SMILES	GSK3 alpha inh	HSF-1 act	PolyA inh	GSK3beta inhib	AI-2 QS mod	aSyn UTR inh	IEC-6 cytotox	HSF1 inhib	HSP90 inh	KLF5 inh
CC1(c2nnc(Cc3ccccc3)o2)CC(c2cccc(F)c2)=NO1 (centres undefined)	-3	-4	i	5	20	8	/	-4	/	/
Cc1ccc(S(=O)(=O)NN2C(=O)c3ccccc3NC2(C)C)cc1	0	6	i	2	14	26	-3	-13	4	7
CC1(C)Cc2cccc(OCC(=O)NCCc3ccccc3)c2O1	2	4	i	3	8	-53	/	11	/	/
S=C(NCCc1ccccc1)Nc1ccc(N2CCCCC2)cc1	-2	25	i	0	7	-30	4	21	0	-17
O=C(C1=NN[C@@H]2C(=O)N(Cc3ccccc3)C(=O)[C@H]12)c1ccc([N+](=O)[O-])cc1	-1	3	i	1	-2	-33	2	-1	9	1
CCOC(=O)N1CCN(C(=O)c2cccc(OC)c2O)CC1	2	6	i	-2	19	18	0	1	0	-19
O=C(CCN1C(=O)C2C3C=CC(C3)C2C1=O)Nc1c(F)cc(F)cc1Br (centres undefined)	0	-15	i	25	7	5	-6	-2	9	-26
COc1cnc(-c2ccccn2)nc1Oc1ccc(F)cc1F	-5	/	i	0	7	-118	1	/	3	-24
O=S(=O)(c1ccc(F)cc1)N1CCN(CC(O)COCc2cccs2)CC1 (centres undefined)	-3	-10	i	1	33	-9	-1	1	2	4
Cc1oc(-c2cccs2)nc1CN1CCN(C2CCCC2)C(CCO)C1 (centres undefined)	-3	-4	i	1	15	-1	-7	3	-2	-26
Cc1sc(NC(=O)C2CCCO2)c(C(N)=O)c1C (centres undefined)	2	2	i	-1	8	20	4	-1	6	13
COc1ccc(-c2nnn(CC(=O)NCc3ccc4c(c3)OCO4)n2)cc1OC	1	2	i	1	20	27	1	-2	0	-23
CN(C)CCCNC(=O)c1cc(Br)ccc1Cl	-2	2	i	1	25	7	4	7	-1	-26
CC(C)CCn1c(S(=O)(=O)O)nc2ccccc21	/	-8	i	0	15	-9	0	-11	-2	-19
CC(C)c1onc(C(=O)Nc2cccnc2Cl)c1[N+](=O)[O-]	4	5	i	0	9	-19	-2	-1	-1	5
CNC(=O)C1(CC(C)C)C=CCN1C(C)=O (centres undefined)	-3	-10	i	-5	7	-3	2	-4	0	-1
CCOC(=O)COn1c(=O)c(-c2cc3ccccc3o2)[n+]([O-])c2ccccc21	-4	41	i	2	-4	-114	12	22	-2	-22
CNCCC(Oc1ccccc1OC)c1ccccc1 (centres undefined)	-1	-12	i	0	20	-3	/	-5	/	/
CCc1nc(SCC(N)=O)c2c(=O)n(C)c(=O)n(C)c2n1	0	-7	i	1	26	17	3	2	-1	-6
COc1ccc(CCNC(=O)CCNC(=O)c2ccccc2Cl)cc1	-2	-8	i	0	10	10	-6	0	-5	-1
CCOc1ccc(-n2c(O)c(/C=N/c3ccnn3Cc3ccncc3)c3ccccc3c2=O)cc1	-5	8	i	-1	2	-3	6	6	3	-3
COc1ccc(Cl)cc1NC(=O)CN1CCC(NC(=O)C2CC2)CC1	6	14	i	2	16	-2	7	-7	-3	10
O=C(C1=C[C@H](c2coc3ccccc3c2=O)C[C@H](OCCCCO)O1)N1CCN(Cc2ccc3c(c2)OCO3)CC1	7	-5	/	-2	-4	27	-1	0	3	4
COc1ccc(-c2csc(C3=C(O)CN(C(C)C)C3=N)n2)cc1OC	0	5	i	2	30	19	9	-1	3	-48
O=C(COC(=O)C1(c2cccc(F)c2)CCCC1)NCc1ccc2c(c1)OCO2	/	46	i	1	-5	19	-2	3	-3	-9
CC(C)n1c(C(O)c2ccc3c(c2)OCO3)nc2ccccc21 (centres undefined)	-2	-5	i	2	13	19	-2	1	-2	-18
O=CN1CCN(C(=O)c2cccc3c2-c2ccccc2C3=O)CC1	0	-5	i	-5	5	7	12	-1	5	-5
COc1cccc(-c2cc(C(=O)N3CCN(c4ccccc4OC)CC3)no2)c1	4	2	i	0	2	-4	12	-5	3	-15
CC(=O)Nc1ccc(S(=O)(=O)NNC(=S)NCC2CCCO2)cc1 (centres undefined)	0	8	i	2	-3	-31	-4	3	2	-23
CCC(C)[C@@H](C(=O)Nc1ccc2c(c1)OCO2)N1Cc2ccccc2C1=O (some centres undefined)	-3	4	i	1	17	-45	2	1	-1	-35

Later entries:
SMILES	GSK3 alpha inh	HSF-1 act	PolyA inh	GSK3beta inhib	AI-2 QS mod	aSyn UTR inh	IEC-6 cytotox	HSF1 inhib	HSP90 inh	KLF5 inh
Cc1ccc(OC(C)C(=O)Nc2ccc(S(=O)(=O)Nc3nccs3)cc2)cc1 (centres undefined)	0	2	i	2	61	7	-1	-4	-4	-15
O=C(CCc1nnc(CCCc2ccccc2)o1)NC(C1CC1)C1CC1	0	65*	i	6	27	-146	-2	35	1	-148
O=C(O)C1CCCCC1C(=O)NCCCN1CCCC1=O (centres undefined)	1	-5	i	1	3	12	-3	1	4	-15
CCOC(=O)C1=C(C)NC(=O)NC1C (centres undefined)	0	9	i	1	14	10	-3	-9	-1	-25
CC1=CC2=NC(=O)CC(C)(C(=O)N(CC(=O)NC(C)(C)C)Cc3ccccc3)N2C=C1 (centres undefined)	-1	5	i	5	1	9	-6	-5	-2	-22
O=S1(=O)CCOC[C@H](c2ccccc2)N1Cc1cccc(F)c1	0	1	i	0	10	9	-2	0	-5	-21
COc1ccc(C(=O)CCN2CCN(c3ccccc3OC)CC2)cc1	1	1	i	4	44	-6	-2	4	-2	-8
